# Source: PubChem BioAssay (several laboratories)
# NALP1 yeast inh – NALP1 inflammasome inhibitors in reconstituted yeast, colorimetric, S. cerevisiae, triplicate retest; 280,000 tested, 0.61% active; AID 2071, 2009; inhibition, % at 10 µM; S. cerevisiae NALP1/ASC/caspase-1 growth, X-gal OD620, 72 h; in the data active = inhibition mostly above about 24%, no sharp cut-off; inactive = mostly below about 32%; note: some compounds called inactive have numbers as strong as hits
# GPR7 antagonist – GPR7 receptor antagonists, primary screen, cell-based, fluorescence, single concentration | GPR7-expressing cells, fluorescence antagonist assay | inhibition, % at 4.4 µM | 290,000 tested, 1.1% active | AID 1861, 2009; in the data active = inhibition above about 16%, passing the limit was not always enough;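 note: cells stimulated with the agonist NPW; 0% = agonist with vehicle and 100% = vehicle without agonist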
# MEKK2 mut-MEK5 – MEK5 binding signal on mutant MEKK2 PB1, primary screen, biochemical, multiplex bead flow cytometry, Alexa488-MEK5; 290,000 tested, 0.35% active; Alexa488-MEK5 binding to MEKK2 mutant; percent response, % at 10 µM; in the data active = percent response above about 24%, passing the limit was not always enough; note: inactives centre near 1; some results filed as inactive read as strong as hits
# V1aR counter – agonists of human V1a receptor, primary screen, counter-screen for OXTR agonist project, fluorescence, CHO-V1R cells; activation, % at 3 µM; 320,000 tested, 0.25% active; Fluo-8 calcium fluorescence, agonist mode; 0% DMSO, 100% 3 nM vasopressin; AID 2797, 2010;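 active = activation above the mean activation of all tested compounds plus 3 SD, per screening run, cut at about 20% in these data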;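 note: signal is peak over basal fluorescence ratio across a 100 second FLIPR read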
# Target sequence (P37288 whole entry, looked up): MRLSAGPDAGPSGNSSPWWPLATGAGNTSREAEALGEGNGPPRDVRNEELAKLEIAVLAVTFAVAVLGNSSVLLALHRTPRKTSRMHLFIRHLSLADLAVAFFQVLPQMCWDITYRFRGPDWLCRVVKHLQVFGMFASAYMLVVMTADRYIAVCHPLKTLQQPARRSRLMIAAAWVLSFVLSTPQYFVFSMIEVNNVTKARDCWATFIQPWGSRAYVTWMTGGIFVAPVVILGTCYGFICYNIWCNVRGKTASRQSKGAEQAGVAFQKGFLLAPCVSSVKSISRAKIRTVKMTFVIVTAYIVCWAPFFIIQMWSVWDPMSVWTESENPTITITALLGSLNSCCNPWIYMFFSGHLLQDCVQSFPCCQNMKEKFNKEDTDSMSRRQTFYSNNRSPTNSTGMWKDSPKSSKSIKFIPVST
# GalR3 antagonist – GalR3 antagonists in HEK293 cells, primary screen, cell-based, fluorescence readout. 360,000 tested, 0.44% active. AID 651719, 2012. Galanin receptor type 3 (Homo sapiens), O60755. HEK293 GalR3-CNG cAMP membrane potential fluorescence; galR3 body fused to GalR1 C-terminus. inhibition, % at 3 µM;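 active = inhibition above the screen-wide average plus 3 SD, cut at about 13% in these data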;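 note: forskolin and galanin both at EC90 stimulate the cells; cAMP rise reported by CNG channel membrane potential dye signal; 0% = forskolin plus galanin with DMSO and 100% = forskolin alone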
# Target sequence (O60755 1-299 limits assumed): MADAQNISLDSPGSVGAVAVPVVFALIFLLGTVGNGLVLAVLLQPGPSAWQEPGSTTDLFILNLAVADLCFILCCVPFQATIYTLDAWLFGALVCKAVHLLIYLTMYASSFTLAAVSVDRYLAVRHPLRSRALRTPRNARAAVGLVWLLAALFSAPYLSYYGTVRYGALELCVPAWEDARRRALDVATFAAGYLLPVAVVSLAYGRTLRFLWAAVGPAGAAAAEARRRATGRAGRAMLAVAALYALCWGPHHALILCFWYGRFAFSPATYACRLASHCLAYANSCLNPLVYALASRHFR
# OXTR ag – human OXTR agonists, primary screen, fluorescence, CHO-OTR cells, Fluo-8 calcium; 320,000 tested, 0.32% active; Fluo-8 calcium fluorescence; normalized: DMSO 0%, oxytocin 100%; AID 2435, 2010; activation, % at 3 µM; Oxytocin receptor (Homo sapiens), P30559;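 active = activation above the mean of all tested compounds plus 3 SD, cutoff set per screening run, cut at about 20% in these data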;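 note: peak over basal fluorescence ratio from a 100 s FLIPR kinetic read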
# Target sequence (P30559 whole entry, looked up): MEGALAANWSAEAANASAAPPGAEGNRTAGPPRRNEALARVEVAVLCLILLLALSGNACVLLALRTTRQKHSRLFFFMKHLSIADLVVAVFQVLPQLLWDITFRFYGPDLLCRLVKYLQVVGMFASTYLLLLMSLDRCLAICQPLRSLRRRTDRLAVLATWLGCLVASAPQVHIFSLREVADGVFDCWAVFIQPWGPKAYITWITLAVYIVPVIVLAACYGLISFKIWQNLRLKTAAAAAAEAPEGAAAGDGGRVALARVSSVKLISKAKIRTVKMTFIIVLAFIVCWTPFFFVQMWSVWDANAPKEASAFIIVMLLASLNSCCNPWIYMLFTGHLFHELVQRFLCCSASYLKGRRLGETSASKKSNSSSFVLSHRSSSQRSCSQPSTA
# OXTR potentiate – human OXTR potentiators, primary screen, fluorescence, CHO-OTR cells, Fluo-8 calcium; activation, % at 3 µM; Oxytocin receptor (Homo sapiens), P30559; AID 2445, 2010; Fluo-8 calcium fluorescence, potentiator mode; 0% = oxytocin EC15, 100% = EC100; 320,000 tested, 0.061% active;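 active = activation above that plate's cutoff, the mean activation of tested compounds plus 3 SD, cut at about 6.6% in these data, passing the limit was not always enough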;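 note: 100% uses oxytocin at 75 nM as the full agonist control; some results filed as inactive read as strong as hits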
#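 System: human OTR in CHO cells / Also added: sub-maximal oxytocin, roughly EC15 / Control set: EC15 oxytocin low, 75 nM oxytocin high / Schedule: 6 min compound pre-incubation at room temperature, 100 s kinetic read / Compound: single-point 3.0 µM / Replication: singlicate / Technique: Fluo-8 calcium dye fluorescence / Read-out basis: % activation of max/min ratio relative to oxytocin controls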
# M18AAP inhibitor – PfM18AAP inhibitors, malaria aminopeptidase, primary screen, biochemical, QFRET, recombinant enzyme. 290,000 tested, 1.2% active. AID 1822, 2009. H-Glu-NHMec fluorogenic cleavage. inhibition, % at 7.35 µM;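 active = inhibition above the campaign mean inhibition over all tested compounds plus 3 SD, cut at about 28% in these data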;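 note: 0% = plate median of test compound wells and 100% = 2 mM ZnCl2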
# MEKK2wt PB1 HTS – modulators of MEK5 binding to wildtype MEKK2, primary screen, biochemical, multiplex bead flow cytometry, Alexa488-MEK5 | Mitogen-activated protein kinase kinase kinase 2 (Homo sapiens), Q9Y2U5 | Alexa488-MEK5 binding to MEKK2 WT; actives lie on both sides | binding response (% of control), % at 10 µM | 290,000 tested, 1.1% active | AID 1531, 2009; in the data active = binding response below about 67% or above about 130%
# * hit, by the source's call; . = no result given. Not a hit list (roughly 4.1% active in at least one column).
SMILES,NALP1 yeast inh,GPR7 antagonist,MEKK2 mut-MEK5,V1aR counter,GalR3 antagonist,OXTR ag,OXTR potentiate,M18AAP inhibitor,MEKK2wt PB1 HTS
COc1cc(/C=C2\CCC(C3CCCC3)C2=O)cc(OC)c1OC (stereo not drawn),6.9,-7.0,1.0,0.0,-10.6,-0.3,-3.7,-0.8,105.0
NC(=O)NC(=O)CN1C(=O)NC(c2ccccc2)(c2ccccc2)C1=O,20.9,-7.7,2.0,0.3,-3.7,-0.1,-3.6,1.5,104.0
C[C@H](CO)N1C[C@H](C)[C@@H](CN(C)Cc2ccc(Cl)c(Cl)c2)Oc2c(NS(=O)(=O)c3cccs3)cccc2C1=O,.,.,.,1.6,-5.6,9.4,-8.7,.,.
Cc1ccc(NS(=O)(=O)c2cccc(C(=O)NCC(c3cccs3)N(C)C)c2)cc1 (stereo not drawn),2.4,-5.9,2.0,7.6,1.0,5.9,-6.6,-0.3,107.0
CCOc1ccccc1NC(=O)C(Sc1nnnn1C)c1ccccc1 (stereo not drawn),11.7,-13.7,4.0,-0.2,-6.1,-1.6,-12.2,1.7,96.0
CCOC(=O)N1CCN(C(=O)CS(=O)(=O)c2cn(Cc3cccc(F)c3)c3ccccc23)CC1,32.4,-4.1,-3.0,0.1,-0.9,0.0,-5.4,4.7,94.0
CCOC(=O)N1CCN(CC(c2ccccc2)c2ccccc2)CC1,4.7,-17.6,4.0,0.3,-5.3,-1.8,7.1,-1.9,107.0
C[C@H](CO)N1C[C@H](C)[C@@H](CN(C)C(=O)NC2CCCCC2)Oc2ccc(NS(=O)(=O)c3cccs3)cc2C1=O,.,.,.,1.7,-5.5,1.1,-0.6,.,.
COc1ccc(S(=O)(=O)NCC(c2ccc3c(c2)OCO3)N2CCN(C)CC2)cc1OC (stereo not drawn),.,.,.,-0.1,-2.9,-0.1,-2.1,.,.
O=C(COc1ccc2c3c(c(=O)oc2c1)CCCC3)N1C[C@H]2C[C@@H](C1)c1cccc(=O)n1C2,9.2,9.7,-1.0,-0.5,-5.9,0.3,-0.3,0.5,101.0
Cc1ccc(OCc2nc3ccccc3[nH]2)cc1,40.8,-10.4,1.0,-0.3,0.0,-2.5,-3.4,-3.3,100.0
CCn1cc2c(c1-c1cccc(C)c1)c(=O)n(C)c(=O)n2C,-8.7,-6.3,3.0,-0.4,-5.1,0.0,3.3,1.8,103.0
CC1CSc2n(-c3cccc(C(F)(F)F)c3)cc(-c3ccccc3)[n+]21 (stereo not drawn),9.3,-5.2,9.0,1.0,2.9,0.0,-7.9,-1.7,107.0
CCCCCc1cc(=O)oc2c(C(CCN3CCCCC3)c3ccc4c(c3)OCO4)c(OC)cc(OC)c12 (stereo not drawn),11.3,.,50.0*,2.1,-4.3,5.2,-2.8,.,203.0*
Cc1c(C(=O)Nc2cccc3cccnc23)oc2ccccc12,16.0,-0.2,7.0,0.0,-7.9,0.3,0.8,-4.3,97.0
Cc1nn(CC(=O)NCCCN2CC(C)CC(C)C2)c(=O)c2cccn12 (stereo not drawn),13.2,-3.5,4.0,0.7,3.5,0.6,-0.4,-8.4,104.0
CCc1ccc(C(=O)C(C)OC(=O)c2cccc(S(=O)(=O)N3CCOCC3)c2)cc1 (stereo not drawn),.,.,.,2.0,-2.9,3.0,-18.9,.,.
CCOC(=O)Cn1c(=O)oc2cc(S(=O)(=O)NCCC(C)C)ccc21,40.6*,8.1,9.0,3.9,-3.5,3.9,-8.1,-0.5,103.0
O=C(c1ccc(COc2ccc(Cl)cc2)cc1)N1CCCCC1,6.5,3.3,16.0,4.7,-5.8,-0.7,-9.2,2.6,107.0
O=S(=O)(c1ccc(F)cc1)N1CCCC(c2nc(-c3ccc(F)cc3)no2)C1 (stereo not drawn),.,.,.,-0.7,-7.5,-0.5,-9.5,.,.
CCc1ccc(N2C(=O)C3C(C2=O)N2CCCN2C3c2ccccc2)cc1 (stereo not drawn),11.0,-2.0,-4.0,-1.6,3.0,-2.0,-3.4,2.9,99.0
C[C@@H](CN1C(=O)C(=O)NC[C@@H]1Cc1ccc(O)cc1)NC(=O)Cc1ccccc1,2.1,-6.5,3.0,-0.4,-2.8,-0.9,-7.8,-7.7,104.0
C=CCOc1c(Br)cc(/C=N/Nc2ccc(C(=O)O)cc2)cc1OCC,16.5,-2.3,-2.0,4.2,-2.0,1.2,-7.7,4.0,94.0
CCC1=CC(c2ccccc2)n2ncnc2N1 (stereo not drawn),.,.,7.0,0.5,-4.9,0.0,1.9,.,104.0
COc1ccc(CCn2nnnc2C(c2ccccc2)N2CCN(C)CC2)cc1OC (stereo not drawn),17.5,7.3,.,-0.7,-3.4,0.0,-6.9,2.2,.

# Complete entries from above.
# C[C@@H](CN1C(=O)C(=O)NC[C@@H]1Cc1ccc(O)cc1)NC(=O)Cc1ccccc1 across the screens: NALP1 yeast inh: 2.1; GPR7 antagonist: -6.5; MEKK2 mut-MEK5: 3.0; V1aR counter: -0.4; GalR3 antagonist: -2.8; OXTR ag: -0.9; OXTR potentiate: -7.8; M18AAP inhibitor: -7.7; MEKK2wt PB1 HTS: 104.0
# O=C(COc1ccc2c3c(c(=O)oc2c1)CCCC3)N1C[C@H]2C[C@@H](C1)c1cccc(=O)n1C2 across the screens: NALP1 yeast inh: 9.2; GPR7 antagonist: 9.7; MEKK2 mut-MEK5: -1.0; V1aR counter: -0.5; GalR3 antagonist: -5.9; OXTR ag: 0.3; OXTR potentiate: -0.3; M18AAP inhibitor: 0.5; MEKK2wt PB1 HTS: 101.0
# Cc1nn(CC(=O)NCCCN2CC(C)CC(C)C2)c(=O)c2cccn12 (stereo not drawn) across the screens: NALP1 yeast inh: 13.2; GPR7 antagonist: -3.5; MEKK2 mut-MEK5: 4.0; V1aR counter: 0.7; GalR3 antagonist: 3.5; OXTR ag: 0.6; OXTR potentiate: -0.4; M18AAP inhibitor: -8.4; MEKK2wt PB1 HTS: 104.0

# The listing continues:
SMILES,NALP1 yeast inh,GPR7 antagonist,MEKK2 mut-MEK5,V1aR counter,GalR3 antagonist,OXTR ag,OXTR potentiate,M18AAP inhibitor,MEKK2wt PB1 HTS
O=c1[nH]c(CSc2nc3ccccc3o2)nc2c1cnn2-c1ccccc1,13.3,-3.9,2.0,1.6,-3.1,1.0,-13.5,-3.2,100.0
CSc1nnc(-c2ccco2)c(-c2ccco2)n1,-1.2,-3.1,-1.0,0.6,-6.8,-0.5,-4.7,12.1,93.0
COc1ccc(N(CC(=O)Nc2cccc(C)c2)S(=O)(=O)c2ccc(C)cc2)cc1OC,-1.3,-8.7,1.0,0.8,-10.7,-1.3,-20.9,1.8,101.0
O=C(NC(=S)N1CCc2ccccc21)c1ccccc1Cl,9.3,-19.0,0.0,-0.2,-9.4,-0.1,6.6,9.1,98.0
C/C(=N\NC(=O)Cc1cccn1C)c1cccc2ccccc12,11.1,-10.4,2.0,-0.1,-4.0,0.0,-10.3,0.2,98.0
COc1cccc(N2CCN(C(=S)Nc3cc(C)cc(C)c3)CC2)c1,-6.5,-12.3,6.0,-0.5,-5.7,-1.3,0.0,3.7,105.0
O=C(NCc1cccnc1)c1cn(CCc2ccccc2)nn1,.,-15.2,10.0,0.5,-4.8,-0.3,-2.5,-14.2,109.0
CC(CN1CCOCC1)OC(=O)C(c1ccccc1)c1ccccc1 (stereo not drawn),2.4,-15.1,7.0,-0.3,-6.0,-2.2,-8.0,-2.0,98.0
COc1cccc(CNC(=O)C2CCN(Cc3cnn(-c4ccccc4)c3-n3cccc3)CC2)c1,-12.7,2.1,-5.0,4.4,-1.2,0.3,-3.7,5.5,87.0
CCOc1ccc(-c2cnc(NCc3cccc4ccccc34)n2CCOC)cc1,29.1,19.3,20.0,11.0,-4.1,9.1,-14.0,-9.2,192.0*
Cc1noc(C)c1COC(=O)c1cccc(S(=O)(=O)N2c3ccccc3CC2C)c1 (stereo not drawn),-7.1,2.7,1.0,3.5,-1.9,2.6,-18.0,2.9,104.0
COc1ccc(S(N)(=O)=O)cc1C(=O)OCCCC(=O)c1ccccc1,.,.,.,0.8,-1.8,0.5,-2.2,.,.
CCCC(=O)C1=C(N2CCCCC2)CC(C)(C)C(C(=O)OC)C1=O (stereo not drawn),-0.4,-4.7,-6.0,0.5,-2.6,0.1,-6.3,0.3,93.0
O=C(CCc1ccccc1)N=C1SC2CS(=O)(=O)CC2N1c1ccc(F)cc1 (stereo not drawn),10.7,-2.3,7.0,1.8,-7.1,3.1,-1.5,1.7,106.0
N/C(=N\O)c1ccccc1N1CCCCC1,3.7,-5.5,7.0,-0.9,-8.1,-1.0,-8.3,-9.6,105.0
CC1CCC/C(=N/NC(=O)c2ccccc2-n2cccc2)C1 (stereo not drawn),20.7,6.8,-6.0,-0.1,-3.1,-2.1,-10.3,-4.4,88.0
Cc1ccc(C(=O)OCc2cc(=O)n3ccsc3n2)s1,.,.,.,0.9,-0.3,1.5,-0.7,.,.
O=[N+]([O-])c1cccc(/C=N/Nc2cc(Cl)nc(-c3ccccc3)n2)c1,6.2,-16.0,14.0,-0.4,-2.1,0.6,-10.6,-2.1,117.0
O=C(NCc1ccccc1)C(=O)NCC1CCCN1S(=O)(=O)c1cccs1 (stereo not drawn),.,.,.,-0.5,-0.4,-0.2,-12.2,.,.
O=C(Nc1nc2n(n1)C(c1ccc(Cl)cc1)CC(c1ccc(Cl)cc1)N2)c1ccco1 (stereo not drawn),31.2,9.1,3.0,4.1,1.7,7.2,-0.3,5.5,96.0
COc1ccc(C2=Nc3cc(C)ccc3OC2)cc1,9.6,-10.8,1.0,0.0,4.7,-0.4,-1.9,25.4,101.0
CCN1C(Nc2ccccc2)=NC[C@@H]1C,10.4,-5.2,-2.0,0.9,-4.1,0.8,2.2,0.9,105.0
Cc1cccc(N(Cc2ccccc2)C(=O)c2ccccc2F)c1,24.3,-9.3,3.0,-0.7,-10.0,-1.4,-2.0,0.7,99.0
COc1ccc(C(=O)NN2CCCCC2)cc1OC,.,2.7,-11.0,-0.7,-6.3,-2.1,1.7,-8.9,85.0
O=C(CNC(=O)c1ccc2ccccc2c1)NC1CCCCC1,.,.,.,0.9,-5.8,0.0,-2.7,.,.
O=C(NCCc1nc2ccccc2[nH]1)c1cc([N+](=O)[O-])cc([N+](=O)[O-])c1,.,-8.8,18.0,2.8,-12.5,0.8,-2.1,0.6,111.0
CCC1(c2ccccc2)NC(=O)N(CC(=O)NCc2ccncc2)C1=O (stereo not drawn),12.6,-5.2,-2.0,3.5,-10.1,1.0,0.8,-2.1,104.0
CC(=O)Nc1ccc(S(=O)(=O)NCCSc2ccccn2)cc1,-5.1,0.9,6.0,0.9,0.7,0.8,0.9,-1.6,111.0
Cc1ccc(OCC(=O)N2CCc3ccccc32)cc1,17.6,-7.1,-2.0,-1.4,0.2,-2.1,-7.3,-5.8,96.0
OCC1(Cc2ccccc2)CCN(Cc2cccc(F)c2F)CC1,-16.7,-6.3,8.0,0.0,3.4,2.1,-3.3,-8.5,103.0
